Source: PubChem BioAssay
All columns: NCI-60 one-dose screen, growth in % after 48 h at 10 µM unless noted; 100 = growth as untreated, 0 = no growth, -100 = all killed.
HL-60(TB) – HL-60(TB) leukemia cells; actives 9% (n = 78,000); active means growth percent below 10
Active calls of the source: *; & = joins results of further samples; [ ] = another dose, or the depositor's remark.

Results for O=c1n(CC2CO2)c(=O)n(CC2CO2)n1CC1CO1 (stereo not drawn) ?
HL-60(TB): 7.9*

Results for C=C1CC[C@H]2[C@@](C)(CCC3OC(c4ccc(OCc5cn(CC6OC7OC(C)(C)OC7C7OC(C)(C)OC67)nn5)cc4)OC[C@]32C)[C@@H]1/C=C/C1=CCOC1=O (stereo partly drawn) ?
HL-60(TB): 78

How did CN1CCC[C@]2(C)[C@H]3CC[C@@H]4[C@@H]5[C@H]6OC[C@@]5(CCC6(C)C)CC[C@@]4(C)[C@]3(C)CC[C@H]2C1(C)C do in these assays?
HL-60(TB): 31

What do the screens show for `CC1C(O)CC2CC3OC3(C)CCC3OC3(C)CCC1C2(C)C` (stereo not drawn)?
HL-60(TB): 178

What do the screens show for `CN=C1Cn2c(nc3ccccc3c2=O)CN1C`?
HL-60(TB): 86

What do the screens show for `Cc1nnc(Oc2ccc(NC(=O)Nc3ccc(Cl)cc3)cc2)c2ccccc12`?
HL-60(TB): 80

What do the screens show for `O=C(CCCl)c1ccc(Oc2ccccc2)cc1`?
HL-60(TB): 96

Results for COc1cc(CNS(=O)(=O)c2ccc(C)cc2)ccc1OCc1cn(-c2ccc(C#N)cc2)nn1 ?
HL-60(TB): 108

How did CCCCOC(=O)c1ccc(NC(=O)C(C)N2CCOCC2)cc1 (stereo not drawn) do in these assays?
HL-60(TB): 82

How did CCN1CCCC(=O)C1 do in these assays?
HL-60(TB): 78

Results for COC(=O)c1cc([N+](=O)[O-])cc([N+](=O)[O-])c1Cl ?
HL-60(TB): 55

Results for O=C(/C=C/C=C/c1ccccc1)c1ccc(Nc2nc(Nc3ccccc3)nc(Nc3ccccc3)n2)cc1 ?
HL-60(TB): 101

How did O=C(Cc1ccc(Cl)cc1)n1cccc1 do in these assays?
HL-60(TB): 96

Results for N#CC1=C(N)Oc2n[nH]c(-c3ccccn3)c2C1c1cccs1 (stereo not drawn) ?
HL-60(TB): 95

What do the screens show for `CC(C)(Sc1cc(C(C)(C)C)c(O)c(C(C)(C)C)c1)Sc1cc(C(C)(C)C)c(O)c(C(C)(C)C)c1`?
HL-60(TB): 103

What do the screens show for `Cc1cccc2c(-c3ccccc3)c(Cc3ccccc3)[nH]c12`?
HL-60(TB): 86

Results for CCCCCC(CCC)COC(=O)CBr (stereo not drawn) ?
HL-60(TB): 100

Results for COc1ccc(CSc2nc3ccc(Cl)cc3c(=O)n2Cc2ccccc2)cc1 ?
HL-60(TB): 115

Results for CCCn1c(=O)c2c(nc(-c3cccc(OCCCCl)c3)n2Cc2ccccc2)n(CCC)c1=O ?
HL-60(TB): 67

What do the screens show for `CC1=N[C@@H]2CN(C(=O)OC(C)(C)C)C[C@@H]2n2c1cc1ccccc1c2=O`?
HL-60(TB): 100

Results for CCOC(=O)c1ccc2[nH]c(O)c(C(=Nc3ccc(N(C)C(=O)CN4CCN(C)CC4)cc3)c3ccccc3)c2c1 ?
HL-60(TB): -53*

How did CCc1c(C)c2cc3nc(CCC(=O)O)oc3c(C)c2oc1=O do in these assays?
HL-60(TB): 96

How did COCCOc1cc2ncnc(N3CCN(c4ncc(Cc5ccccc5)cn4)CC3)c2cc1OCCOC do in these assays?
HL-60(TB): 74

Results for Cc1ccc(N2CCN(CC(O)COc3cccc(C)c3)CC2)cc1 (stereo not drawn) ?
HL-60(TB): 98

Results for C1CCN(C2CCNCC2)C1 ?
HL-60(TB): 89

How did CC(=O)Oc1c(Cl)c(Cl)c(Cl)c(Cl)c1Cl do in these assays?
HL-60(TB): 82

What do the screens show for `CC1=CN2C(=O)C3C4=C(CCCC4)SC3N=C2CN1c1c(C)cccc1C` (stereo not drawn)?
HL-60(TB): -9.4*

What do the screens show for `CCCCN(CCCC)CC(O)c1ccccc1` (stereo not drawn)?
HL-60(TB): 111

What do the screens show for `CCOC(=O)C1=C(C)NC(=S)NC1c1cc(=O)oc2ccc(C)cc12` (stereo not drawn)?
HL-60(TB): 96

Results for CCNc1nc(CC(C)C)c(C#N)c(=O)n1C ?
HL-60(TB): 83

Results for CCOC(=O)C1=C(C(C)=O)C(c2ccc([N+](=O)[O-])cc2)C(C(C)=O)=C(C(=O)OCC)N1 ?
HL-60(TB): 89

How did CC12CCC3C(CCC4=CC(=O)CCC43CF)C1CCC2=O (stereo not drawn) do in these assays?
HL-60(TB): 113

How did CO[C@H]1C[C@@H]2CC[C@@H](C)[C@@](O)(O2)C(=O)C(=O)N2CCCC[C@H]2C(=O)O[C@H]([C@H](C)C[C@@H]2CC[C@@H](OP(C)(C)=O)[C@H](OC)C2)CC(=O)[C@H](C)/C=C(\C)[C@@H](O)[C@@H](OC)C(=O)[C@H](C)C[C@H](C)\C=C/C=C/C=C/1C do in these assays?
HL-60(TB): 76

How did C#Cc1c(C)cc(C)c(Br)c1C do in these assays?
HL-60(TB): 80

What do the screens show for `Cc1nn2c(CCC(=O)c3nc4ccc([N+](=O)[O-])cc4[nH]3)nnc2s1`?
HL-60(TB): 86

Results for OCc1nc2nc(Cl)c(Cl)nc2[nH]1 ?
HL-60(TB): 109

What do the screens show for `CN(C)c1ccc(/C=N/n2c(-c3cc(F)c(Cl)cc3Cl)nn(CN3CCOCC3)c2=S)cc1`?
HL-60(TB): 101

Results for N#Cc1[nH]nc2nc[nH]c(=O)c12 ?
HL-60(TB): 110

What do the screens show for `COc1ccc(-c2nc(SCCC(C)C)nc(N/N=C\c3ccc(O)cc3)c2C#N)cc1`?
HL-60(TB): 73

Results for O=C(OC1CCC2CCCC1C2=O)c1ccc([N+](=O)[O-])cc1 (stereo not drawn) ?
HL-60(TB): 103

Results for NC(=NCCCOc1ccc(F)cc1)Nc1ccc(Cl)c(Cl)c1 ?
HL-60(TB): 48

Results for COc1cccc2cc(-c3cc4ccccc4[nH]3)/c(=N/C(=S)Nc3ccc(C)cc3)oc12 ?
HL-60(TB): 98

How did S=c1c2ccccc2[nH]c2ccccc12 do in these assays?
HL-60(TB): 100

How did COc1ccc(C2NC(=S)N(C(CC(=O)c3ccccc3)c3ccccc3)C(=O)C2Br)cc1 (stereo not drawn) do in these assays?
HL-60(TB): 87

What do the screens show for `COc1cc(-c2csc(NC(=O)Nc3ccc(Cl)c(C(F)(F)F)c3)n2)cc(OC)c1OC`?
HL-60(TB): -6.3*

How did CCCCOc1nc2ccccc2cc1/C=C/C(=O)c1c(O)c2ccccc2oc1=O do in these assays?
HL-60(TB): 79

Results for C[C@H](N)[C@H](O)c1ccccc1 ?
HL-60(TB): 86&100

What do the screens show for `NS(=O)(=O)c1ccc(CCN2C(=O)/C(=C\c3ccc(Cl)cc3)C=C2c2ccc(Cl)cc2)cc1`?
HL-60(TB): 96

How did NC(CSC(c1ccccc1)(c1ccccc1)c1ccc(Cl)cc1)C(=O)O (stereo not drawn) do in these assays?
HL-60(TB): -41*

Results for Cc1cccc(Cl)c1NC(=O)Nc1cccc(C#N)c1 ?
HL-60(TB): 67

Results for O=C(Nc1ccc(F)cc1)c1ccc2c(c1)nc(-c1ccccc1)n2C1CCCCC1 ?
HL-60(TB): 68

How did O=P(O)(c1ccc(Br)cc1)c1ccc(Br)cc1 do in these assays?
HL-60(TB): 96

What do the screens show for `N#Cc1c(-c2ccc(F)cc2)nc(SCc2ccc([N+](=O)[O-])cc2)nc1N1CCN(c2ccccc2)CC1`?
HL-60(TB): 111

What do the screens show for `COc1cc(-c2nc(SCC(C)C)nc(Nc3ccc(F)cc3)c2C#N)cc(OC)c1OC`?
HL-60(TB): 87

How did N=c1ccn2c(n1)O[C@@H]1[C@@H](O)[C@H](CO)O[C@@H]12 do in these assays?
HL-60(TB): 84

How did c1ccc(CSc2nnc(-c3cccs3)n2-c2ccccc2)cc1 do in these assays?
HL-60(TB): 79

What do the screens show for `O=C(CCc1nnc(-c2c(Cl)cccc2Cl)o1)c1nc2ccccc2[nH]1`?
HL-60(TB): -34*

What do the screens show for `Cc1ccc2c(c1)C(=C(C#N)C#N)CCN2`?
HL-60(TB): 97

How did N#Cc1c(Cl)nc(SCC(=O)N2CCN(c3cc4c(cc3F)c(=O)c(C(=O)O)cn4C3CC3)CC2)nc1-c1ccccc1 do in these assays?
HL-60(TB): 98

What do the screens show for `CCCCCCNC(=O)Oc1ccc(/C(=C(\C)c2ccc(OC)cc2)c2ccc(OCCN(C)C)cc2)cc1`?
HL-60(TB): 56

Next section; it opens with the 5 that closed the last part.
How did c1ccc(CSc2nnc(-c3cccs3)n2-c2ccccc2)cc1 do in these assays?
HL-60(TB): 79

What do the screens show for `O=C(CCc1nnc(-c2c(Cl)cccc2Cl)o1)c1nc2ccccc2[nH]1`?
HL-60(TB): -34*

What do the screens show for `Cc1ccc2c(c1)C(=C(C#N)C#N)CCN2`?
HL-60(TB): 97

How did N#Cc1c(Cl)nc(SCC(=O)N2CCN(c3cc4c(cc3F)c(=O)c(C(=O)O)cn4C3CC3)CC2)nc1-c1ccccc1 do in these assays?
HL-60(TB): 98

What do the screens show for `CCCCCCNC(=O)Oc1ccc(/C(=C(\C)c2ccc(OC)cc2)c2ccc(OCCN(C)C)cc2)cc1`?
HL-60(TB): 56

Results for CCCCCCCCOc1ccc(/C=C/C(=O)c2ccc(OC)cc2)cc1 ?
HL-60(TB): 85

Results for O=c1cc(Cn2cnc3c(NCc4ccco4)ncnc32)c2cc(Cl)ccc2o1 ?
HL-60(TB): 91

What do the screens show for `CN(C)Cc1c[nH]c2ccc(OCc3ccccc3)cc12`?
HL-60(TB): 94

Results for O=C(O)c1ncc(-c2cc(C(F)(F)F)cc(C(F)(F)F)c2)c(NC2CCCCCC2)n1 ?
HL-60(TB): 92

How did Cc1nc(=S)[nH][nH]1 do in these assays?
HL-60(TB): 114

Results for NC(=O)C1CCC(=O)N1 (stereo not drawn) ?
HL-60(TB): 103

How did CCN1C(=O)N(CC)C2C1NN=c1s/c(=C\c3ccccc3Br)c(=O)n12 (stereo not drawn) do in these assays?
HL-60(TB): -41*

What do the screens show for `OC(c1cccc(C(F)(F)F)c1)c1cnccc1NC1CCCCC1` (stereo not drawn)?
HL-60(TB): 45

What do the screens show for `O=C(O)c1ccccc1Oc1cc(-c2ccco2)nc(OCCN2CCOCC2)n1`?
HL-60(TB): 105

How did COC(=O)c1ccccc1N(C)C do in these assays?
HL-60(TB): 88

Results for Cc1c(Br)c(C)c([N+](=O)[O-])c(C)c1[N+](=O)[O-] ?
HL-60(TB): 102

How did CCCCOCCOP(OCCOCCCC)OCCOCCCC do in these assays?
HL-60(TB): 74

The last 3 entries of the part before are carried over, then new ones follow:
How did COC(=O)c1ccccc1N(C)C do in these assays?
HL-60(TB): 88

Results for Cc1c(Br)c(C)c([N+](=O)[O-])c(C)c1[N+](=O)[O-] ?
HL-60(TB): 102

How did CCCCOCCOP(OCCOCCCC)OCCOCCCC do in these assays?
HL-60(TB): 74

What do the screens show for `O=C(Nc1cccnc1)[C@H](O)[C@@H](O)C(=O)N1CCOCC1`?
HL-60(TB): 100

How did C=C(C)[C@@H]1CC[C@]2(C(=O)N3CCN(C)CC3)CC[C@]3(C)[C@H](CC[C@@H]4[C@@]5(C)C/C(=C/c6ccncc6)[C@H](O)C(C)(C)[C@@H]5CC[C@]43C)[C@@H]12 do in these assays?
HL-60(TB): -25*[100 µM]

Results for CC(=O)O[C@H]1CC[C@]2(C)[C@H]3CC[C@@H]4[C@H]5[C@H](C)C6(C)OC[C@]5(CC[C@@]4(C)[C@]3(C)CC[C@H]2C1(C)C)C[C@@H]6C(C)=O ?
HL-60(TB): 39

Results for c1ccc2cc(C[n+]3ccn(CCCCCCCn4cc[n+](Cc5ccc6ccccc6c5)c4)c3)ccc2c1 ?
HL-60(TB): 33

Results for COc1ccc(NC(=O)CC(C)=O)c(OC)c1 ?
HL-60(TB): 91

Results for Cc1ccc(S(=O)(=O)NC(=O)Nc2nccs2)cc1 ?
HL-60(TB): 93

What do the screens show for `NC1=CC(=O)C(=O)c2ccccc21`?
HL-60(TB): 39

How did COc1cc(/C=C2\C(=O)N(CCCOc3cc(O)c4c(=O)cc(-c5ccccc5)oc4c3)c3ccccc32)cc(OC)c1O do in these assays?
HL-60(TB): 47

Results for O=C(O)CSc1nc2ccccc2s1 ?
HL-60(TB): 335&106

Results for Fc1ccc2nc(-c3c(-c4ccccc4)nc4ncccn34)[nH]c2c1 ?
HL-60(TB): 79

What do the screens show for `CCCCc1oc2ccccc2c1C(=O)c1cc(I)c(O)c(I)c1`?
HL-60(TB): 99

How did CCOC(=O)C(NC(C)=O)(C(=O)OCC)C1c2ccccc2-c2ccc(N)cc21 (stereo not drawn) do in these assays?
HL-60(TB): 119

What do the screens show for `Cn1c(=O)[nH]c2nc(SCC(=O)c3ccc([N+](=O)[O-])cc3)[nH]c2c1=O`?
HL-60(TB): 105

What do the screens show for `O=S(=O)(NCCNc1nccc(-n2ccc3cccnc32)n1)c1cccc(Br)c1`?
HL-60(TB): 102

How did COC(=O)c1cccc2c1c(/C=C1\SC(=S)NC1=O)cn2C do in these assays?
HL-60(TB): 104

How did C[C@H]1CC[C@H]2C3=C1C(=O)O[C@@]31O[C@]3(C)C[C@@H](C[C@@H]2C)[C@]1(C)C3 do in these assays?
HL-60(TB): 97

Results for N#Cc1ccccc1F ?
HL-60(TB): 94

What do the screens show for `COc1cccc(-c2cc(-c3cc4cc(Br)ccc4oc3=O)nc(N)n2)c1`?
HL-60(TB): 97

What do the screens show for `COc1ccc(/C=C(\C#N)c2cc(OC)c(OC)c(OC)c2)cc1`?
HL-60(TB): -31*

What do the screens show for `O=C(/C=C/c1cnc[nH]1)N1CCc2ccc([N+](=O)[O-])cc2C1`?
HL-60(TB): 98

How did CCCC1CCNCC1 do in these assays?
HL-60(TB): 110

Results for COc1ccc(OC)c(-c2nc3sc(-c4c[nH]c5ccccc45)nn3c2C=O)c1 ?
HL-60(TB): 90

How did O=C1NN=C2c3ccccc3CN2c2c1cnn2-c1ccccc1 do in these assays?
HL-60(TB): 101

How did CCN(CC)C(=O)CCCC1CCCCC1 do in these assays?
HL-60(TB): 92

How did N#CC(C#N)=Cc1ccc(C#N)cc1 do in these assays?
HL-60(TB): 99

Results for Cc1ccccc1N1C(=O)C2C3C=CC(O3)C2C1=O (stereo not drawn) ?
HL-60(TB): 107

2 records drawn at random from the list so far, as already listed:
What do the screens show for `O=S(=O)(NCCNc1nccc(-n2ccc3cccnc32)n1)c1cccc(Br)c1`?
HL-60(TB): 102

Results for N#Cc1ccccc1F ?
HL-60(TB): 94

Only part of the results is shown. The share of hits here may be higher or lower than overall.
